Screens (PubChem)
RNase H inhibition: RNase H inhibition, HIV 1 Gag Pol polyprotein, FRET biochemical assay, screening (AID 372); HIV-1 RT RNase H, FRET RNA/DNA substrate fluorescence; higher % means a stronger effect; inhibition, % at 10 µM, or IC50 in µM where a hit was titrated; actives 0.77% (n = 100,000); in the data active means inhibition above about 50%
Starred values were filed as active, the others as inactive. Not all compounds are listed; the hit share may differ from the screen's.

`CC1=NN(c2ccc(Cl)c(Cl)c2)C(=O)/C1=C/c1cccc(I)c1` gave RNase H inhibition 7%.
`COc1ccc(C2CC(=O)NC(SCc3ccccc3)=C2C#N)cc1OCc1ccccc1` (configuration not stated) gave RNase H inhibition 15%.
`CC(=O)N1CCN(c2ccc(NC(=O)c3cccc(OCc4ccccc4)c3)cc2)CC1` gave RNase H inhibition 18%.
Cc1ccc2nc(NC(=S)NC(=O)c3ccc(F)cc3)sc2c1 was read as RNase H inhibition 14%.
For Cc1ccc(NC(=O)C(=O)NCCN2CCN(S(=O)(=O)c3ccc([N+](=O)[O-])cc3)CC2)cc1 the results were RNase H inhibition 2%.
For CC(C)=CCC/C(C)=C/C=N/NC(=O)c1ccc(Br)cc1 the results were RNase H inhibition 10%.
CCC(=O)Nc1ccc(NC(=O)c2ccc(OC)c([N+](=O)[O-])c2)cc1 was read as RNase H inhibition 5%.
For Cc1ccc(OCCSc2nc(C)cc(=O)[nH]2)c(C(C)C)c1 the results were RNase H inhibition 8%.
Screening Cc1ccc(C)c(OCCOc2cccc(/C=C3\SC(=S)NC3=O)c2)c1 returned RNase H inhibition 54%*.
CCOc1cc(C=O)ccc1OCCN1CCOCC1 was read as RNase H inhibition 0%.
`Cc1ccc(/C(O)=C2\C(=O)C(=O)N(C)C2c2cccc([N+](=O)[O-])c2)cc1` (configuration not stated) gave RNase H inhibition 4%.
Screening O=C(N/N=C/c1cccs1)C(O)c1ccccc1 (configuration not stated) returned RNase H inhibition 16%.
For CC(C)(C)N1C(=O)c2ccc(C(=O)Nc3c[nH]c(=O)[nH]c3=O)cc2C1=O the results were RNase H inhibition 4%.
Cc1ccc(/C=C/C(=O)Nc2ccc(Cl)cc2Cl)o1 was read as RNase H inhibition 21%.
CCOc1cc(-c2nnc(-c3ccc(Br)o3)o2)cc(OCC)c1OCC was read as RNase H inhibition 1%.
Screening Fc1ccc(NC(=S)NCCC2=CCCCC2)cc1 returned RNase H inhibition 39%.
For COc1cc(C=O)ccc1OCCOc1ccc(Cl)cc1Cl the results were RNase H inhibition 25%.
O=C(Nc1cc(C(F)(F)F)cc(C(F)(F)F)c1)c1ccc(Br)o1 was read as RNase H inhibition 0%.
`CCOC(=O)Cn1c(=N)n(Cc2ccccc2Cl)c2ccccc21` gave RNase H inhibition 13%.
For S=C(NCc1ccc(Cl)cc1)Nc1ccc(Cl)cc1 the results were RNase H inhibition 10%.
For COc1ccc(NC(=O)c2ccc(CN3CCc4ccccc4C3)cc2)cc1 the results were RNase H inhibition 9%.
Screening N#Cc1ccc(C=Nc2ccc(Cl)cc2)cc1 returned RNase H inhibition 12%.
`CC1(C)CC(=O)C2=C(C1)OC1=C(C(=O)CC(C)(C)C1)C2c1ccc(-c2nnc(N)s2)cc1` gave RNase H inhibition 11%.
Screening CC1(C)c2ssc(=S)c2-c2ccccc2N1C(=O)C(Cc1ccccc1)N1C(=O)c2ccccc2C1=O (configuration not stated) returned RNase H inhibition 14%.
CSc1ccc(/C=C(\NC(=O)c2ccc(C)cc2)C(=O)Nc2cccc(F)c2)cc1 was read as RNase H inhibition 15%.
For Cc1ccccc1N1CC(C(=O)N/N=C\c2ccc(Br)cc2)CC1=O (configuration not stated) the results were RNase H inhibition 12%.
`O=C(NNS(=O)(=O)c1ccc(F)cc1)c1cccc(Br)c1` gave RNase H inhibition 4%.
Cc1ccc(CSCCNC(=O)CSCc2ccccc2)cc1 was read as RNase H inhibition 25%.
`COc1ccc(/C=C2/C(=O)N(c3ccccc3)N=C2C)c(OC)c1OC` gave RNase H inhibition 11%.
For COc1ccccc1CN1CCN(Cc2cccnc2)CC1 the results were RNase H inhibition 9%.
For COc1ccc(OC)c(C=Nc2ccc(I)cc2)c1 the results were RNase H inhibition 9%.
Screening O=C(NCCOC(=O)c1ccc(S(=O)(=O)N2CCOCC2)cc1)c1cccnc1 returned RNase H inhibition 3%.
Cc1ccc(N=Cc2ccccc2OCc2ccccc2)c(O)c1 was read as RNase H inhibition 0%.
`COc1cc(C2C(C(=O)OCCOc3ccccc3)=C(C)NC3=C2C(=O)CC(C)(C)C3)cc(OC)c1OC` (configuration not stated) gave RNase H inhibition 18%.
For O=C(/C=C1\SC(=O)NC1=O)Nc1cccc(O)c1 the results were RNase H inhibition 10%.
CN(C)C(=O)C1(C)CSSC(C)(C(=O)N(C)C)CSSC(C)(C(=O)N(C)C)CSS1 (configuration not stated) was read as RNase H inhibition 2%.
Screening CCOC(=O)c1c(NC(=O)COc2ccccc2)sc(C(=O)Nc2cc(C(F)(F)F)ccc2Cl)c1C returned RNase H inhibition 0%.
Cc1ccc(C(=O)Nc2ccc(NC(=O)c3ccccc3)cc2)cc1S(=O)(=O)N1CCOCC1 was read as RNase H inhibition 6%.
For NC(=S)N/N=C/c1c(O)c(Br)cc2oc3c(c12)CCCC3 the results were RNase H inhibition 17%.
`C=CCn1c(O)c(C2=c3cc(Cl)ccc3=NC2=O)sc1=S` gave RNase H inhibition 31%.

Of the compounds above, 2 have a thiophene ring, fused or not.
Screening O=C(N/N=C/c1cccs1)C(O)c1ccccc1 (configuration not stated) returned RNase H inhibition 16%.
Screening CCOC(=O)c1c(NC(=O)COc2ccccc2)sc(C(=O)Nc2cc(C(F)(F)F)ccc2Cl)c1C returned RNase H inhibition 0%.

Additional compounds
`COc1ccc(C2C3=C(CC(c4ccccc4)CC3=O)Nc3ccccc3N2C(=O)C(C)C)cc1OC` (configuration not stated) gave RNase H inhibition 5%.
Screening COc1cc(/C=C2\SC(N)=NC2=O)ccc1OCc1ccc(Br)cc1 returned RNase H inhibition 18%.
For O=C1OC(c2ccccc2)=C/C1=C\c1c(Cl)cccc1Cl the results were RNase H inhibition 50%*.
Screening COc1ccc2ccccc2c1C=Nc1cccc(CO)c1 returned RNase H inhibition 2%.
For CCc1ccc2oc(-c3ccc(NC(=S)NC(=O)c4cccc(Cl)c4)cc3)nc2c1 the results were RNase H inhibition 17%.
For COc1ccc(NC(=O)C(=O)NCc2ccc(F)cc2)cc1 the results were RNase H inhibition 10%.
For CCOc1ccccc1OCCOCCOc1ccccc1[N+](=O)[O-] the results were RNase H inhibition 5%.
`O=C(Cc1cc2ccccc2[nH]1)N/N=C/c1ccc(Cl)cc1Cl` gave RNase H inhibition 34%.
For O=C(NCCc1c[nH]c2ccccc12)/C(=C/c1ccc([N+](=O)[O-])cc1)NC(=O)c1ccccc1Cl the results were RNase H inhibition 19%.
O=c1[nH]cc(N=Cc2ccc(Cl)cc2)c(=O)[nH]1 was read as RNase H inhibition 3%.
`Cc1ccccc1NCC(=O)N/N=C\c1cc(Br)c(O)c(Br)c1` gave RNase H inhibition 5%.
Cc1[nH]n(-c2ccccc2)c(=O)c1N=Nc1ccccc1C(=O)N1CCOCC1 was read as RNase H inhibition 1%.
Cc1ccnc(NC(c2ccccc2C)c2ccc3cccnc3c2O)c1 (configuration not stated) was read as RNase H inhibition 12%.
Screening O=C(/C(=C/c1ccc(O)cc1)c1nc2ccccc2[nH]1)c1ccccc1 returned RNase H inhibition 12%.
`Oc1ccccc1/C=N/Nc1nc2ccccc2s1` gave RNase H inhibition 0%.
For COc1cccc(-c2nc3cc(NC(=S)NC(=O)c4ccc(C)cc4)ccc3o2)c1 the results were RNase H inhibition 15%.
For Cc1ccc(S(=O)(=O)[N-]c2cccc3ccc[n+](C)c23)cc1 the results were RNase H inhibition 7%.
`COc1ccc(CNC(=O)C(=O)NCc2ccccc2)cc1` gave RNase H inhibition 0%.
CCOc1ccccc1N(CC(=O)NCCOC)S(=O)(=O)c1ccccc1 was read as RNase H inhibition 15%.
Screening O=C(/C=C/c1ccc(Cl)cc1)Nc1ccc(I)cc1 returned RNase H inhibition 0%.
For Cn1c(SCC(=O)N/N=C/c2cccc(Cl)c2Cl)nc2ccccc21 the results were RNase H inhibition 44%.
Nc1nnc(SCC(=O)c2ccc(-c3ccccc3)cc2)s1 was read as RNase H inhibition 2%.
`CCN1C(=O)C2(c3ccccc31)N1CC3(C)CN2CC(C)(C1)C3=O` (configuration not stated) gave RNase H inhibition 0%.
O=C(N/N=C/c1ccccc1F)c1ccccc1O was read as RNase H inhibition 0%.
For O=C(Nc1ccccc1[N+](=O)[O-])c1ccc(-c2ccccc2)cc1 the results were RNase H inhibition 11%.
For Cc1ccc(C(=O)Oc2ccc(Br)cc2C(=S)N2CCOCC2)cc1 the results were RNase H inhibition 0%.
O=C(Nc1nc2ccc([N+](=O)[O-])cc2s1)c1cc(Cl)cc(Cl)c1 was read as RNase H inhibition 15%.
`CS(=O)(=O)N(CC(=O)Nc1ccccc1)c1ccc(Br)cc1` gave RNase H inhibition 5%.
For Cc1ccc2nc(Cl)c(/C=C(\C#N)c3nc(-c4cc5ccccc5oc4=O)cs3)cc2c1 the results were RNase H inhibition 6%.
Screening CCCCCCCN=Cc1c(C)[nH]n(-c2ccc([N+](=O)[O-])cc2)c1=O returned RNase H inhibition 14%.
Screening O=C(N/N=C/c1ccc(-c2ccc(Br)cc2)o1)c1ccccn1 returned RNase H inhibition 0%.
COc1cc(NC(=O)c2cccc([N+](=O)[O-])c2C)cc(OC)c1 was read as RNase H inhibition 8%.
`Cc1ccccc1C(=O)Nc1sc2c(c1C(=O)N1CCN(C)CC1)CCCCC2` gave RNase H inhibition 11%.
Screening CCc1nc(SCC(=O)c2ccc(OC)cc2)n[nH]1 returned RNase H inhibition 0%.
Screening Cc1ccc(/C=N/NC(=O)Cc2nnc(N)s2)cc1 returned RNase H inhibition 13%.
For CCC1(C)CC(CC(=O)O)(c2ccccc2OC)CCO1 (configuration not stated) the results were RNase H inhibition 15%.
Screening N#CC(C#N)=Cc1ccc(-c2ccc(Cl)c(C(=O)O)c2)o1 returned RNase H inhibition 0%.
`CCOC(=O)c1c(NC(=O)/C=C/c2ccc(OC)c(OC)c2)sc2c1CC(C)(C)OC2` gave RNase H inhibition 17%.
For O=C(Nc1nc(-c2ccccc2)cs1)c1cc([N+](=O)[O-])ccc1Cl the results were RNase H inhibition 16%.
`COC(=O)c1cccc(NC(=O)c2ccccc2CCc2ccccc2)c1` gave RNase H inhibition 10%.

Among those listed so far, these contain a furan ring, fused or not:
Cc1ccc(/C=C/C(=O)Nc2ccc(Cl)cc2Cl)o1 was read as RNase H inhibition 21%.
CCOc1cc(-c2nnc(-c3ccc(Br)o3)o2)cc(OCC)c1OCC was read as RNase H inhibition 1%.
O=C(Nc1cc(C(F)(F)F)cc(C(F)(F)F)c1)c1ccc(Br)o1 was read as RNase H inhibition 0%.
For NC(=S)N/N=C/c1c(O)c(Br)cc2oc3c(c12)CCCC3 the results were RNase H inhibition 17%.
Screening O=C(N/N=C/c1ccc(-c2ccc(Br)cc2)o1)c1ccccn1 returned RNase H inhibition 0%.
Screening N#CC(C#N)=Cc1ccc(-c2ccc(Cl)c(C(=O)O)c2)o1 returned RNase H inhibition 0%.

(further entries)
COc1cc(C2C(C(=O)OC3CCCC3)=C(C)NC3=C2C(=O)CCC3)cc(Cl)c1O (configuration not stated) was read as RNase H inhibition 15%.
Screening COC(=O)C1=C(C)N(c2ccc(F)cc2)C(=O)/C1=C\c1ccc(OCC(=O)NCC2CCCO2)cc1 (configuration not stated) returned RNase H inhibition 5%.
For COc1cccc(NC(=O)c2cc(-c3ccc(C)cc3)nc3ccccc23)c1 the results were RNase H inhibition 7%.
For O=C(c1ccccc1Cl)N1CCN(c2c(Cl)cccc2[N+](=O)[O-])CC1 the results were RNase H inhibition 0%.
For COC(=O)c1cccc(N2C(=O)C3C4C=CC(C)(O4)C3C2=O)c1 (configuration not stated) the results were RNase H inhibition 2%.
`Cc1cc(C)c(C(N)=O)c(Nc2ccc(Cl)cc2)n1` gave RNase H inhibition 1%.
COc1ccc(NC(=S)NC(=O)c2cc(OC)c(OC)c(OC)c2)cc1OC was read as RNase H inhibition 8%.
Cc1ccc(Cc2cnc(NC(=O)/C=C/c3ccc(C)o3)s2)cc1 was read as RNase H inhibition 12%.
`C/C(=N\NC(=O)c1ccc(C(=O)N/N=C(\C)c2ccc(O)cc2)cc1)c1ccc(O)cc1` gave RNase H inhibition 2%.
O=C1Oc2ccc(Cl)cc2C1c1ccccc1 (configuration not stated) was read as RNase H inhibition 19%.
COc1ccc(C)cc1NC(=O)C1C2C=CC(O2)C1C(=O)O (configuration not stated) was read as RNase H inhibition 9%.
CNC(=O)CN(c1ccccc1C)S(=O)(=O)c1ccc(C)cc1 was read as RNase H inhibition 6%.
For O=C(Nc1ccc2nn(-c3ccc(F)cc3)nc2c1)c1ccco1 the results were RNase H inhibition 14%.
For O=C(O)c1ccc(Cl)c(S(=O)(=O)N2CCCC2)c1 the results were RNase H inhibition 9%.
For O=C(Nc1ccc(Cl)c(N2C(=O)C3C4C=CC(C4)C3C2=O)c1)c1cc2ccccc2cc1O (configuration not stated) the results were RNase H inhibition 1%.
`O=C(O)CCC(=O)OCCCC(F)(F)C(F)(F)F` gave RNase H inhibition 15%.
CCCCN(/C=N/S(=O)(=O)c1ccccc1)CCCC was read as RNase H inhibition 8%.
For Cc1cc(C)n(-c2cc(NCCO)ncn2)n1 the results were RNase H inhibition 0%.
Screening Cc1ccnc(NC(=S)NC(=O)c2ccc(Cl)cc2)c1 returned RNase H inhibition 11%.
Screening CC(=O)Nc1nonc1-c1nc2ccccc2n1Cc1nnc(C)o1 returned RNase H inhibition 5%.
